HT1080-NT tox = kills 2HG-producing HT-1080-NT fibrosarcoma cells. HT-1080-NT fibrosarcoma viability, CellTiter-Glo ATP luminescence, 48 h. AID 686970. 360,000 tested, 1.6% active. Potency, µM (doses to about 46.1 µM), without a hit: top-dose activity, negative = less viability, actives largely listed as cytotoxic;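 further: NT is the 2HG producing partner of a matched IDH1 knockdown line; potency means the concentration at half of the fitted maximal effect; 0% = DMSO-treated cells and -100% = media-only wells without cells; nearly all actives have a fitted effect of over 55% in size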
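Read-out is CellTiter-Glo luminescence after 10 minutes at room temperature, following 48 hours' compound treatment of HT-1080-NT cells (750 cells/well, RPMI, 5% FBS, 37 degrees C).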
HT1080 IDH1KD tx = HT-1080 IDH1 knockdown cell toxicity (counter line). 360,000 tested, 2% active. Potency, µM (doses to about 46.1 µM), without a hit: at the highest dose activity, negative = toxicity, actives largely listed as cytotoxic. AID 686971. HT-1080 IDH1 knockdown viability, ATP luminescence, 48 h;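 further: potency means the concentration at half of the fitted maximal effect; 0% = DMSO wells and -100% = cell-free medium wells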
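Cytotoxicity counter-line: IDH1KD HT-1080, 48 h, CellTiter-Glo. Curves classed by r2, magnitude and activity.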
KB-3-1 cytotox = kills parental KB-3-1 adenocarcinoma cells; KB-3-1 viability, CellTiter-Glo ATP luminescence, 72 h; Potency, µM (series often up to 46.1 µM), inactives show at the highest dose activity change, negative = cytotoxic, hits mostly cytotoxic; 400,000 tested, 1.4% active; AID 1347075; further: potency means the concentration at half of the fitted maximal effect; on the % scale 0 is the no-effect control and ±100 the full control effect; nearly all actives have a fitted effect of over 60% in size
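72 h, 37 °C compound treatment of KB-3-1 parental cells; CellTiter-Glo added, 10 min, luminescence read. Data corrected against DMSO-only plates and normalized before curve fitting.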
D3 ag = agonists of human D3 dopamine receptor | D3R DiscoveRx beta-arrestin cells, luminescence, 90 min | max activation, % | 410,000 tested, 0.58% active | AID 652048; in the data active means max activation above about 30%; further: 0% is about no effect; mostly tested at two doses, the higher about 12 µM
Target sequence (P35462 whole entry, looked up): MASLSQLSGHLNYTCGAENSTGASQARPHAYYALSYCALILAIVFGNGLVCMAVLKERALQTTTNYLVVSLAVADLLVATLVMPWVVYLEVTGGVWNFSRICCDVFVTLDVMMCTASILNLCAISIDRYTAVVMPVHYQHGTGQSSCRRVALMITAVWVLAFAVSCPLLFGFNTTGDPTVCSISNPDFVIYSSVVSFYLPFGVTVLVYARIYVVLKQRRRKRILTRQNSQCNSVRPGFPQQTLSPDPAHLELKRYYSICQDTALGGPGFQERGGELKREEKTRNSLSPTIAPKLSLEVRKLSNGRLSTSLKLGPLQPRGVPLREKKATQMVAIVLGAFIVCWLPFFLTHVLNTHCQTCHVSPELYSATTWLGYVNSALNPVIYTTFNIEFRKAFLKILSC
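Agonist-mode cell screen: cells plated at 1500/well and incubated overnight at 37 °C, then exposed to library compounds for 90 min at 37 °C. Detection reagent was added for 30–60 min at room temperature, and luminescence was read.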
KB-V1 MDR tox = KB-V1 MDR subline cytotoxicity; KB-V1 MDR cells viability, CellTiter-Glo, 72 h; Potency, µM (series often up to 46.1 µM), without a hit: top-dose activity change, negative = cytotoxicity, hits mostly cytotoxic; 400,000 tested, 3.4% active; AID 1347076; further: potency means the concentration at half of the fitted maximal effect; on the % scale 0 is the no-effect control and ±100 the full control effect; nearly all actives have a fitted effect of over 60% in size
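KB-V1 cells (P-gp-expressing MDR subline of KB-3-1) in phenol-red-free DMEM with 10% FBS were exposed to library compounds over a concentration series for 72 h at 37 degrees C. Viability read by CellTiter-Glo luminescence; concentration-effect curves fitted after normalization.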
MCF10A rerep = DNA re-replication induction in MCF 10a cells; 350,000 tested, 2.9% active; AID 624296; MCF 10A DNA re-replication, Hoechst nuclear intensity, 48 h; Potency, µM (series often up to 46.1 µM), without a hit: top-dose activity, positive = re-replication, most hits filed as activators; further: potency means the concentration at half of the fitted maximal effect; % of control where 0% means no effect; nearly all actives have a fitted effect of over 50% in size
GLP1R cytotox = cytotoxicity counter-screen for GLP-1 receptor inverse agonists; HEK293 cAMP-luciferase reporter cells, luminescence, 24 h; Potency, µM (top dose mostly 38.3 µM), without a hit: top-dose activity change, negative = inhibition, most hits filed as inhibitors; 410,000 tested, 0.13% active; AID 624418;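 further: loss of luciferase light is scored as toxicity; potency means the concentration at half of the fitted maximal effect; on the % scale 0 is the no-effect control and ±100 the full control effect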
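A 23 nL compound transfer followed 12 hours of cell culture at 37 deg C; exposure then lasted 24 hr. Luciferase assay detection reagent was dispensed and plates read for luminescence after a 12 min room-temperature wait.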
SW480 rereplic = DNA re-replication induction in SW480 cells. 340,000 tested, 1.8% active. SW480 DNA re-replication, Hoechst DNA content imaging, 48 h. AID 624297. Potency, µM (highest dose often 46.1 µM), for the others: at the top dose re-replication activation, most hits filed as activators; further: potency means the concentration at half of the fitted maximal effect; % of control where 0% means no effect; nearly all actives have a fitted effect of over 55% in size
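Readout is total intensity of Hoechst-stained nuclei, excited at 405 nm and collected at 500-530 nm. Compound treatment lasted 48 hr at 37 C in 5% CO2 before staining.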
IL1B secr inh = inflammasome signaling inhibition, IL-1 beta readout. THP-1 LPS/ATP IL-1B secretion, AlphaLISA, 16 h; hits give low values. activity change, % at 57.5 µM. 360,000 tested, 4.7% active; in the data active means activity change below about -50%; inconclusive means mostly about -30% to -49%; further: on the % scale 0 is the no-effect control and ±100 the full control effect
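Secreted IL-1B measured by AlphaLISA bead assay after 16 h compound exposure of THP-1 cells; compounds (final up to 57.5 uM) added 1 h before LPS (250 ng/mL) and ATP (1.25 mM) stimulation; lower signal means less secretion.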
Starred values were filed as active, the others as inactive; u = inconclusive; x = no result given; [ ] = another dose, or the depositor's remark. Unless noted, the call rests on the fitted dose curve; in most records, active means well fitted curve in the direction sought with a large enough effect; inconclusive means small, poorly fitted or top-dose-only effect, or another doubt; inactive means no such curve, though single readings can be large; an effect the other way counts as inactive or inconclusive.

SMILES	HT1080-NT tox	HT1080 IDH1KD tx	KB-3-1 cytotox	D3 ag	KB-V1 MDR tox	MCF10A rerep	GLP1R cytotox	SW480 rereplic	IL1B secr inh
O=c1[nH]c(SCc2ccccc2)nc2c1CCCC2	x	x	-13%	10	-6%	x	-13%	x	x
CCCOc1ccc(/C=C/C(=O)N2CCN(c3ccccn3)CC2)cc1	0%	3%	-4%	4	-19%	1%	-5%	-1%	-9
CCCCn1c(NC(C)CC)nc2c1c(=O)[nH]c(=O)n2C (stereo not drawn)	8%	9%	3%	3	-3%	5%	0%	-5%[9.22 µM]	-2
O=c1c2ccccc2nc2n1CCCN2	-1%	1%	10%	10	5%	0%	-2%	-1%	13
CCCn1c(NCc2ccccc2F)nc2ccccc21	x	x	5%	-1	-4%	x	0%	x	x
O=C(NCCN1CCOCC1)c1ccccc1Oc1ccccc1	0%	1%	6%	2	-4%	25%	-2%	2%	8
CCc1ccc(NC(=O)CCNC(=O)Cn2ccc3ccccc3c2=O)cc1	-5%	-24%	9%	-1	3%	21%	-3%	11%	-4
O=C(CN1C(=O)NC2(CCc3ccccc32)C1=O)NCCc1ccccc1 (stereo not drawn)	11%	5%	8%	-1	u	3%	1%	-8%	5
CCCN(CC(=O)Nc1ccccc1C)C(=O)/C=C/c1cccs1	11%	18%	5%	-12	0%	-4%	-22%	7%	-16
O=C(Nc1ccc(NC(=O)c2ccccc2F)cc1)c1ccccc1F	7%	9%	12%	-5	21%	-4%	8%	12%	2
COc1ccc(CCNC(=O)C(=O)NCC(c2cccs2)S(=O)(=O)c2ccc(F)cc2)cc1 (stereo not drawn)	x	x	u	15	u	x	-14%	x	x
N#C/C(=C\c1cccc(O)c1)C(=O)Nc1ccc2c(c1)OCCO2	10%	9%	11%	-2	21%	u	-13%	-16%	0
CN(C)c1cccc(C(=O)NCC2CCCO2)c1 (stereo not drawn)	12%	21%	22%	7	5%	-8%	-2%	-1%	1
CCOC(=O)[C@]12CCCC=C1N(CCC1=CCCCC1)C(=O)[C@H](CC(=O)N1CCN(C(=O)c3ccco3)CC1)C2	3%	-9%	-3%	-1	u	x	3%	x	-6
CN1CCN(S(=O)(=O)c2ccc(NC(=O)C(C)(C)C)cc2)CC1	14%	7%	8%	8	u	-5%	-2%	0%	5
O=C(NCc1ccncc1)NC12CC3CC(CC(C3)C1)C2	6%	9%	16%	5	0%	17%	5%	-5%	0
CCc1nnc(NC(=O)c2ccc(OCc3c(C)noc3C)c(OC)c2)s1	10%	4%	-11%	0	2%	u	0%	2%	-9
COc1ccc2nc3cccc(OC)c3nc2c1	2%	-2%	7%	2	-6%	1.3µM*	1%	u	0
Cc1ccc(-c2noc(CNC(=O)COc3ccccc3C)n2)cc1	-20%	-16%	-1%	-5	-7%	17%	6%	-9%	-9
CCOc1cc(/C=N/Nc2cccc(C(=O)O)c2)ccc1OCC(=O)N1CCCCC1	-12%	-6%	6%	1	6%	-4%	7%	-11%	11
COc1cc(/C=C(\NC(=O)c2ccccc2)C(=O)NCCO)c([N+](=O)[O-])cc1OC	2%	6%	3%	2	18%	-2%	-14%	-10%	11
CCOC(=O)N1CCN(C(=O)/C(=C/c2cccc3ccccc23)NC(=O)c2ccc(OC)c(OC)c2)CC1	-2%	0%	2%	14	4.6µM*	8%	0%	-2%	3
COc1ccc2c(CN3CCN(S(=O)(=O)c4cccs4)CC3)cc(=O)oc2c1	8%	16%	u	6	13µM*	u	-4%	-4%	9
CC(=O)Nc1ccc(C=NNc2ccc(S(=O)(=O)Nc3ccccc3C(=O)O)cc2[N+](=O)[O-])cc1	-26%	-14%	-6%	-6	-1%	-39%[inhibitor]	-30%	-3%	8
O=C1c2ccccc2C(=O)N1CCCn1ccnc1	15%	22%	-8%	-12	-5%	0%	-3%	-9%	11
COc1ccc(OC)c(-c2c[n+](=O)c3c(n2[O-])CCCC3)c1	2%	12%	-6%	-3	25%	0%	3%	0%	0
CC(CCC(=O)Nc1nncs1)C(=O)O (stereo not drawn)	7%	10%	32%	4	9%	1%	-3%	-22%	5
COC1C(CO)OC(n2c3c(Cl)cccc3c3c4c(c5c6cccc(Cl)c6[nH]c5c32)C(=O)NC4=O)C(O)C1O (stereo not drawn)	4.6µM*	5.8µM*	8.2µM*	-11	-17%	-5%	56%[activator]	1.6µM*	-63*
C=CCNC(=S)NCC	9%	3%	1%	3	-2%	3%	-15%	0%	-9
O=C(NC(=S)NCc1ccc(Cl)cc1Cl)c1ccco1	10%	4%	0%	-1	-10%	u	u	2%	-67*
COc1ccccc1NC(=O)CN(c1ccccc1F)S(C)(=O)=O	-7%	-5%	16%	-2	-8%	0%	-2%	-4%	0
CN(c1ccc(C(=O)NC2CC3CCC2C3)cc1)S(C)(=O)=O (stereo not drawn)	-6%	-6%	-4%	-6	-17%	-4%	3%	19%	6
CC(C)[C@H](N)c1nnc(SCC(=O)c2ccc(Cl)cc2)o1	5%	-2%	10%	-13	0%	-2%	8%	-3%	-10
c1ccc(C2[C@H]3CN(CC4CCCCC4)[C@H](c4ccccc4)C34CC2(c2ccccc2)C4)cc1 (stereo partly drawn)	8%	4%	4%	0	15%	6%	10%	-4%	7
CCC(C)(C)NC(=O)CCn1c(-c2ccccc2)cc(C(C)=O)c1C	13%	8%	-2%	3	u	1%	-6%	9%	50
Cc1ccc(CCNC(=O)C(CC(C)C)NS(=O)(=O)c2ccc3c(c2)oc(=O)n3C)cc1 (stereo not drawn)	x	x	1%	-11	-4%	x	8%	x	x
NS(=O)(=O)c1ccc2c(c1)oc(=O)c1cc(S(N)(=O)=O)ccc12	24%	12%	-7%	11	-8%	-43%[inhibitor]	-6%	-22%	6
CN(C)/C=C/C(=O)c1cccc(Oc2ncccn2)c1	0%	15%	4%	3	u	-1%	-5%	-3%	9
CCOC(=O)[C@]12CCC=C1N(Cc1ccc(Cl)cc1Cl)C(=O)[C@H](CC(=O)NCC13CC4CC(CC(C4)C1)C3)C2	-2%	-9%	u	1	-16%	x	1%	x	-10
CCOc1cc(C2C(C(=O)c3ccco3)=C(O)C(=O)N2Cc2ccccc2)ccc1O (stereo not drawn)	4%	5%	4%	-1	10%	-46%[inhibitor]	-2%	-28%	1
Cc1ccc(OCc2nnc(SCC(=O)N3CCc4ccccc43)n2C)cc1	13%	16%	-6%	-1	-13%	6%	-3%	-3%	3
COCCCNC(=O)C[C@@H]1C[C@@]2(C(=O)OC)CCCCC=C2N(CCc2ccc(OC)c(OC)c2)C1=O	-2%	16%	1%	-6	-23%	x	9%	x	24
O=C(COc1ccccc1[N+](=O)[O-])Nc1cc(-c2nc3cc(Cl)ccc3o2)ccc1Cl	x	x	0%	-8	-1%	x	3%	x	x
CCn1cc(C(=O)N2CCN(c3ccccn3)CC2)c(=O)c2cc(S(=O)(=O)N3CCC(C)CC3)ccc21	13%	7%	-1%	11	8%	0%	-1%	-2%	-5
Cc1ccc(C(=O)c2c[nH]c3c(F)cc(F)cc3c2=O)cc1	11%	5%	-11%	-1	u	1%	7%	x	-3
Cc1cc([N+](=O)[O-])nn1CC(=O)Nc1ccc(Cc2ccncc2)cc1	-3%	0%	-14%	7	-28%	-1%	8%	u	2
Cc1cccc(OCC(=O)NCCNC(=O)c2ccncc2)c1	2%	-7%	10%	-4	6%	0%	14%	8%	2
CC(C)=CCC/C(C)=C/CNC(=O)C[C@H]1C[C@H](C(=O)N(C(C)C)C(C)C)[C@@]2(C)c3[nH]c4cc(CCC(=O)N(C)C)ccc4c3CCN2C1=O	u	u	0%	-26	0%	u	u	4%	-67*

Part of the list above with just KB-V1 MDR tox:
| Structure | KB-V1 MDR tox |
| --- | --- |
| O=C(COc1ccccc1[N+](=O)[O-])Nc1cc(-c2nc3cc(Cl)ccc3o2)ccc1Cl | -1% |
| CC(C)=CCC/C(C)=C/CNC(=O)C[C@H]1C[C@H](C(=O)N(C(C)C)C(C)C)[C@@]2(C)c3[nH]c4cc(CCC(=O)N(C)C)ccc4c3CCN2C1=O | 0% |
| Cc1cccc(OCC(=O)NCCNC(=O)c2ccncc2)c1 | 6% |

Filtered by structure: the entries above with a nitro group on carbon.
SMILES	HT1080-NT tox	HT1080 IDH1KD tx	KB-3-1 cytotox	D3 ag	KB-V1 MDR tox	MCF10A rerep	GLP1R cytotox	SW480 rereplic	IL1B secr inh
COc1cc(/C=C(\NC(=O)c2ccccc2)C(=O)NCCO)c([N+](=O)[O-])cc1OC	2%	6%	3%	2	18%	-2%	-14%	-10%	11
CC(=O)Nc1ccc(C=NNc2ccc(S(=O)(=O)Nc3ccccc3C(=O)O)cc2[N+](=O)[O-])cc1	-26%	-14%	-6%	-6	-1%	-39%[inhibitor]	-30%	-3%	8
O=C(COc1ccccc1[N+](=O)[O-])Nc1cc(-c2nc3cc(Cl)ccc3o2)ccc1Cl	x	x	0%	-8	-1%	x	3%	x	x
Cc1cc([N+](=O)[O-])nn1CC(=O)Nc1ccc(Cc2ccncc2)cc1	-3%	0%	-14%	7	-28%	-1%	8%	u	2

Next part.
SMILES	HT1080-NT tox	HT1080 IDH1KD tx	KB-3-1 cytotox	D3 ag	KB-V1 MDR tox	MCF10A rerep	GLP1R cytotox	SW480 rereplic	IL1B secr inh
Cc1ccc(N(C(=O)c2csnn2)C(C(=O)NC2CCCCC2)c2ccncc2)c(C)c1 (stereo not drawn)	-1%	6%	0%	-6	u	-1%	-5%	-1%	-10
N#Cc1ccccc1NC(=O)CN1C(=O)NC2(CCCC2)C1=O	6%	-6%	u	6	16%	-16%	-6%	-22%	0
C=C1CCN([C@H](C(=O)NCc2ccco2)C(C)C)S(=O)(=O)c2ccccc21	8%	4%	-1%	7	-15%	0%	1%	0%	-3
COc1ccc(C(=O)COC(=O)CN2CC(=O)Oc3ccccc32)cc1Br	-4%	-9%	u	4	-20%	u	-24%	-6%	113
Cc1ccc(OCc2ccc(C(=O)O)o2)cc1C	-4%	-11%	-1%	-7	-5%	6%	18%	-8%	-15
O=C(N/N=C/c1ccc(N2CCOCC2)o1)c1ccccc1[N+](=O)[O-]	21%	19%	2%	-2	13%	u	-4%	20%	-10

Screening data as filed in PubChem BioAssay.
